# From PubChem BioAssay
# BRCA1 expr up: BRCA1 expression activation; MCF7-BRCA1-FFLuc reporter, luminescence, 48 h; response scale: scaled: vehicle 0%, 10 µM genistein 100%; Potency, µM (doses to about 46.1 µM), inactives show at the top dose activation, hits mostly activators; hit rate 1.1% among 380,000; also: nearly all actives have a fitted effect of over 80% in size; some results filed as inactive show a strong effect at the top dose
#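 Cells: MCF7-BRCA1-FFLuc, 2000/well. Exposure: 48 h, 37 °C, 5% CO2. Read: luminescence, 15 min post-substrate. Controls: genistein 10 microM (maximal activation), DMSO (neutral).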
# RORgamma inh: blocks mouse ROR gamma transcriptional activity; P51450; Drosophila S2 Gal4-RORgamma UAS-luciferase reporter, 20 h; Potency, µM (series often up to 53.6 µM), inactives show top-dose activity change, negative = inhibition, most hits filed as inhibitors; hit rate 5.4% among 310,000; AID 2551; also: % is scaled to controls: 0 for no effect and ±100 for the full control effect; nearly all actives have a fitted effect of over 60% in size
#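 Schneider cells (Drosophila), stable Gal4 DBD–ROR gamma + UAS-luc; 1 hr cmpd preincubation; Cu2+ induction 700 uM final; 20 hr ambient; luminescence.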
# MBNL1-CUG inh: inhibitors of human MBNL1 binding to CUG repeat RNA. hit rate 0.036% among 280,000. TR-FRET MBNL1-His/biotin-(CUG)12 binding, 665/545 ratio. Potency, µM (titrated, usually from 57.5 µM), without a hit: top-dose activity change, negative = inhibition, most hits filed as inhibitors. Q9NR56; active = well fitted inhibition curve with a large enough effect in the signal ratio, with a control signal flat, not every such curve was filed as active; inconclusive = small, poorly fitted or top-dose-only effect, or effect the other way, or a change in a side signal; inactive = no such curve, though single readings can be large or run the other way; the % refers to the signal ratio; also: % is scaled to controls: 0 for no effect and ±100 for the full control effect
# Target sequence (Q9NR56 whole entry, looked up): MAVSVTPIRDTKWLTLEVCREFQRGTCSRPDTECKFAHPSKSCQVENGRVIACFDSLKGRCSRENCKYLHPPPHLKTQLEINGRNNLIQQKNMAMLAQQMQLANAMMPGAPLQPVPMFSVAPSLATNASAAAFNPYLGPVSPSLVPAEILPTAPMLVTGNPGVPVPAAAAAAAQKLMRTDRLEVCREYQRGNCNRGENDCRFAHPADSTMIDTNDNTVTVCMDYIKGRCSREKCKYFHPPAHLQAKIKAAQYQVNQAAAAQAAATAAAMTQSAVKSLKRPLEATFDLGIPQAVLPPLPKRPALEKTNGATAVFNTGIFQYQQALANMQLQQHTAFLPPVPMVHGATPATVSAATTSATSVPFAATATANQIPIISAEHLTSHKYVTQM
#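 TR-FRET readout: Ex 340 nm, 665/545 nm emission ratio, normalized to buffer-only (basal) and MBNL1-(CUG)12 controls. Complex of MBNL1-His with Biotin-(CUG)12, compounds 92 nM–58 uM, incubated 60 min at room temperature.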
# FLuc modulator: firefly luciferase modulation, counter-screen for miR-21 project; P08659; purified FLuc, Km substrates, luminescence inhibition; Potency, µM (series often up to 57.5 µM), without a hit: at the top dose activity change, negative = inhibition, actives largely listed as inhibitors; hit rate 6.9% among 360,000; AID 588342;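 also: plate controls were vehicle for no effect and reference inhibitor for full effect; nearly all actives have a fitted effect of over 55% in size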
# Target sequence (P08659 whole entry, looked up): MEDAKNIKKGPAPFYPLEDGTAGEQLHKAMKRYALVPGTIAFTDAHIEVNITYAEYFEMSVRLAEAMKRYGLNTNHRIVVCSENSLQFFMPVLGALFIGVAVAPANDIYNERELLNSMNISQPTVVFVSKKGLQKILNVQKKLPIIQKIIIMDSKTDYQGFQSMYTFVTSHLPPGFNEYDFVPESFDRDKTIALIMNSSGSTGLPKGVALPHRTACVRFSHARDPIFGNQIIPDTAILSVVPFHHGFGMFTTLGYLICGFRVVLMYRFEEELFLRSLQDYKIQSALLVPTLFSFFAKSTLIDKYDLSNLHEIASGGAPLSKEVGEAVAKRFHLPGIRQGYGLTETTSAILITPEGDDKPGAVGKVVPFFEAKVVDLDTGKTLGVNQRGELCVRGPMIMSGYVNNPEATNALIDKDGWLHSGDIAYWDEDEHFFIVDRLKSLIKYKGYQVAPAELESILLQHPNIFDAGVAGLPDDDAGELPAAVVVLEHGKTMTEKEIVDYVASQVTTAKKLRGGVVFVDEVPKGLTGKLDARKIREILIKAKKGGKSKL
#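 Biochemical qHTS of compounds, final roughly 60 µM downward over six points, against 10 nM purified firefly luciferase using Km concentrations of substrates (10 uM D-luciferin, 10 uM ATP) in Tris acetate pH 7.5 buffer; luminescence output.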
# CXXC DNA block: MLL CXXC-DNA interaction inhibition; Q03164; MLL-CXXC / FITC-HOXA9 DNA fluorescence polarization; Potency, µM (top dose mostly 115 µM), for inactives: top-dose activity change, negative = inhibition, hits mostly inhibitors; hit rate 0.037% among 290,000; active = well fitted inhibition curve with a large enough effect in the polarisation, with a control signal flat, not every such curve was filed as active; inconclusive = small, poorly fitted or top-dose-only effect, or effect the other way, or a change in a side signal; inactive = no such curve, though single readings can be large or run the other way; the % refers to the polarisation
#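 Steps: dispense CXXC domain solution (7 uM) → pin compounds or unlabeled HOX-A9 DNA control → 5 min ambient → add FLSN-HOX-A9 solution (50 nM) → spin → 30 min ambient → fluorescence polarization. Tris pH 7.5/NaCl/DTT/BSA buffer.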
# p53 reactivator: mutant p53 re-activation in reporter cells. AID 504706. Potency, µM (doses to about 92.2 µM), inactives show top-dose activity change, positive = activation, actives largely listed as activators. hit rate 0.063% among 320,000. H1299 p53-A138V BP100-luciferase reporter, luminescence, 24 h; also: % of control where 0% means no effect; nearly all actives have a fitted effect of over 45% in size
#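 p53-null H1299 cells stably carrying temperature-sensitive p53-A138V and a BP100-luciferase reporter were pinned with compounds (4-point, 1:5 series) and held 24 hrs at 37 deg C. Luminescence was read 10 min after detection reagent.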
# ELG1 genotox: induces genotoxicity in HEK293T cells with luciferase-tagged ELG1. HEK293T ELG1-luciferase reporter, luminescence, 16 h. Potency, µM (highest dose often 46 µM), without a hit: top-dose activity change, positive = activation, most hits filed as activators. hit rate 1.3% among 330,000. AID 504466; also: % of control where 0% means no effect; nearly all actives have a fitted effect of over 60% in size
#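 ELG1-luciferase HEK293T cells, 2,000/well; compound pinned in; 16 hr, 37 °C, 5% CO2; ONE-Glo, 30 min RT; luminescence on CCD imager.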
# NPC1 prom act: activates the NPC1 promoter; Huh7 NPC1 promoter luciferase reporter, 24 h; Potency, µM (top dose mostly 9.22 µM), for inactives: at the top dose activation, usual class: activators; hit rate 2.4% among 320,000; AID 485313;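 also: % of control where 0% means no effect; nearly all actives have a fitted effect of over 60% in size; reporter is driven by a mutant NPC1 promoter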
#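 Readout is luciferase luminescence, reflecting NPC1 promoter activation in stably transfected Huh7 cells after 24 h compound exposure at 37 °C in reduced-serum medium with 10% FBS.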
# uPA surface inh: inhibitors of cell surface uPA generation. cell surface uPA generation assay, qHTS. Potency, µM (doses to about 38.3 µM), for the others: at the highest dose activity change, negative = inhibition, most hits filed as inhibitors. hit rate 0.31% among 330,000. AID 540303; active = well fitted inhibition curve with a large enough effect; inconclusive = small, poorly fitted or top-dose-only effect; inactive = no such curve, though single readings can be large or run the other way; tested in mouse RAW 264.7 cells; also: % is scaled to controls: 0 for no effect and ±100 for the full control effect; nearly all actives have a fitted effect of over 55% in size
# Rab9 prom act: activators of Rab9 promoter. Huh7 Rab9 promoter-luciferase reporter, luminescence, 24 h. Potency, µM (series often up to 9.22 µM), for the others: at the highest dose activation, negative = inhibition, usual class: activators. hit rate 2.8% among 320,000. AID 485297; also: % of control where 0% means no effect; nearly all actives have a fitted effect of over 60% in size
#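 Cell-based reporter: Huh7 stable for Rab9 promoter-driven luciferase, plated in reduced-serum medium with 10% FBS at 1500 cells/well, compound-treated 24 h at 37 °C, luminescence read after 10 min reagent.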
# VP16 counter: inhibits Gal4-VP16 luciferase reporter, ROR gamma counter-screen. Drosophila S2 Gal4-VP16 UAS-luciferase, luminescence, 20 h. Potency, µM (doses to about 53.6 µM), inactives show at the top dose activity, negative = inhibition, usual class: inhibitors. hit rate 3.5% among 310,000. AID 2546;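 also: Gal4-VP16 expression switched on by copper sulfate through the metallothionein promoter; % is scaled to controls: 0 for no effect and ±100 for the full control effect; nearly all actives have a fitted effect of over 50% in size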
# Numbers without * were called inactive; ? = inconclusive; . = no result given; & = joins results of further samples; [ ] = another dose, or the depositor's remark. Unless noted, calls follow the shape of the dose curve; as a rule, active = well fitted curve in the direction sought with a large enough effect; inconclusive = small, poorly fitted or top-dose-only effect, or another doubt; inactive = no such curve, though single readings can be large; an effect the other way counts as inactive or inconclusive. Potency is read from the fitted curve at half-maximal effect. An excerpt (hit frequency here may not be typical).
entry	compound	BRCA1 expr up	RORgamma inh	MBNL1-CUG inh	FLuc modulator	CXXC DNA block	p53 reactivator	ELG1 genotox	NPC1 prom act	uPA surface inh	Rab9 prom act	VP16 counter
1	COc1ccc2c(c1)cc(C(=O)N[C@@H](CCSC)C(=O)N1CCC[C@H]1C(=O)O)n2C	0%	2%	-1%	0%	6%	.	1%	10%	1%	-5%	4%
2	O=C1c2ccc3c4c(ccc(c24)C(=O)N1Cc1cccnc1)C(=O)N(Cc1cccnc1)C3=O	.	-16%	10%	8%	-2%	7%	3%	-1%	.	1%	-2%
3	Cc1nc2c(cnn2-c2ccccc2)c(=O)n1/N=C/c1ccccc1	16%	8%	-8%	-2%	-4%	-2%	0%	0%	5%	-5%	2%
4	N#C/C(=N\Nc1ccccc1[N+](=O)[O-])C(=N)N1CCCCC1	57%	?	?	2.4µM*	20%	?	?	0.56µM*	-11%	0.28µM*	-19%
5	CCC1(CC)C(=O)C(C)(C)C(=O)OC1c1ccccn1 (stereo not drawn)	-2%	-8%	-2%	-3%	-1%	-3%	1%	-1%	9%	0%	-3%
6	CC(Cc1cccs1)NC(=S)Nc1ccc(F)cc1 (stereo not drawn)	77%	3.2µM*	4%	-9%	1%	?	0%	0%	0%	2%	16µM*
7	CCCNC(=O)NC(=O)c1cnccc1C(F)(F)F	-5%	22%	.	1%	3%	17%	-2%	-3%	10%	2%	-6%
8	Cc1cn(-c2cc(C(=O)Nc3ccc(C)c(NC(=O)N4CCNC4=O)c3)cc(C(F)(F)F)c2)cn1	-10%&4%	-7%	-8%	3%	-3%	5%	0%	-2%	14%	-6%	-11%
9	Cc1cc(-c2n[nH]c(=S)n2/N=C/C=C/c2ccccc2)n[nH]1	11%	-38%	?	-19%	-2%	1%	1%	-6%	8%	-2%	?
10	O=C(N/N=C/c1ccc(O)c(O)c1O)/C(=C/c1ccc([N+](=O)[O-])cc1)NC(=O)c1ccccc1	-57%	-38%	?	11µM*	0%	4%	2%	-3%	-3%	-9%	-5%
11	CC(=O)N1CCCC1(C(=O)O)c1ccccc1 (stereo not drawn)	-14%	0%	6%	5%	-3%	-1%	1%	-5%	0%	-7%	2%
12	COC(=O)/C=C1/N/C(=N\c2nc(C)cc(C)n2)N(c2ccccc2)C1=O	-9%	-28%	.	-1%	3%	-8%	0%	-1%	3%	-2%	3%
13	CC(C)CCNC(=O)[C@H](CC(C)C)NC(=O)[C@H]1O[C@@H]1C(=O)O	.	0%	-19%	2%	-1%	1%	1%	-2%	.	-1%	-1%
14	CSc1nc(C)cc(/C=C\c2ccccc2)c1C#N	-44%	-9%	-12%	-1%	6%	10%	-1%	-3%	.	-2%	-4%
15	COc1ccc2c(c1)CCc1cn3ncc(C#N)c3nc1-2	2%	4%	17%	3%	3%	-2%	5%	-4%	-1%	-7%	-3%
16	COc1nc(Nc2ccc([N+](=O)[O-])cc2)nc(NC(C)C)n1	-4%	25%[10 µM]	.	-1%	?	0%	5%	-1%	-13%	-5%	-2%
17	O=C(C(=O)N1CCCc2ccccc21)N1CCCc2ccccc21	-17%	20%	.	10%	-1%	-10%	-1%	-5%	4%	-1%	-8%
18	CCCCNC(=S)N/N=C1\CCCCc2ccccc21	-18%	2µM*	-3%	3%	1%	1%	-2%	0%	10%	-4%	4.5µM*
19	CN(C(=O)NC1CCCCC1)c1ccccc1	-6%	-7%	-4%	-2%	-6%	0%	-3%	-5%	-2%	1%	-16%[10 µM]
20	CN=C1c2cc3cc(OC)ccc3n2CCN1Cc1ccccc1	-80%	-5%	?	2%	-14%	1%	-7%	-12%	-11%	-14%	-4%
21	COc1cc(C(=O)ON=C2C(C)=CC(=O)C=C2C)cc(OC)c1OC	-29%	-40%	?	5%	4%	?	-1%	-14%	.	6%	-21%
22	CC1CC(C)CN(C(=O)CNC(=O)Cn2ccc3ccccc3c2=O)C1 (stereo not drawn)	-11%	7%	-9%	-3%	11%	4%	-3%	-8%	0%	-2%	-12%
23	Cc1ccc(C(=O)N2CCN(S(C)(=O)=O)C2)cc1	4%	20%	-10%	12%	2%	1%	0%	0%	5%	-3%	2%
24	Cc1cccc(N2CCN(C(=O)C3CCN(S(=O)(=O)c4cnc[nH]4)CC3)CC2)c1C	-14%	38%	2%	0%	-2%	-6%	-8%	0%	-4%	1%	3%
25	CCCNc1c(NC(C)=O)c(=O)oc2ccccc12	6%	2%	-11%	-2%	-1%	3%	3%	-7%	-11%	14%	-4%
26	CCc1c(C(=O)NNC(=S)Nc2ccc(S(=O)(=O)Nc3ncccn3)cc2)csc1C	-1%	3%	5%	-16%	1%	0%	6%	-6%	12%	-1%	0%
27	Cc1cc(C)cc(Nc2cnn(C34CC5CC(CC(CC(=O)O)(C5)C3)C4)c(=O)c2Cl)c1	-2%	3%	20%	0%	1%	-7%	2%	1%	-7%	1%	1%
28	O=C(CSc1nnc(-c2ccncc2)n1Cc1ccccc1)NCCc1ccccc1	-6%	-2%	-12%	1%	-11%	-4%	3%	6%	9%	23%	5%
29	CCOC(=O)c1cc(C)sc1NC(=O)C(c1ccccc1)c1ccccc1	15%	?	-7%	7%	2%	7%	0%	-7%	-16%	-12%	-7%
30	CCNc1nc(OC)nc(N(OC)S(=O)(=O)c2ccc(C)cc2)n1	-31%	13%	-7%	0%	-16%	-7%	5%	-2%	-8%	-6%	4%
31	Cc1ccccc1Cn1cc(NC(=O)c2cc3nc(-c4ccco4)cc(C(F)(F)F)n3n2)cn1	-48%	14%	6%	-2%	-1%	-16%	2%	-4%	4%	3%	5%
32	Cc1c(C(=O)NCc2cccs2)oc2ccc(Br)cc12	69%	37%	10%	19µM*	17%	17%	18µM*	1%	3%	14%	-8%
33	CC(C)(CNc1ccc(C(F)(F)F)cc1[N+](=O)[O-])N1CCOCC1	5%	41%	?	4%	-4%	-5%	-8%	0%	-1%	-6%	3%
34	Cc1[nH]c(=O)[nH]c(=O)c1Sc1ccccc1[N+](=O)[O-]	-14%	-36%	?	-3%	0%	-3%	1%	-4%	7%	-1%	10%
35	O=C(CSCc1ccc(F)cc1)NCc1cccs1	36%	18%	1%	-4%	9%	6%	-12%	-1%	-1%	14%	9%
36	O=C(Cn1cnc2cc(Cl)ccc2c1=O)Nc1ccc2c(c1)OCO2	-22%	11%	-6%	5%	15%	-2%	0%	-3%	6%	1%	-8%
37	O=C(CNS(=O)(=O)/C=C/c1ccccc1)OCC(=O)N1CCC(Cc2ccccc2)CC1	-10%	0%	-1%	0%	0%	1%	0%	-1%	3%	1%	-20%
38	Cc1cc(CN(C)Cc2cn(C)nc2-c2ccc(Oc3ccccc3)cc2)on1	-32%	20%	-8%	-7%	0%	-6%	-9%	2%	4%	-10%	2%
39	COC(=O)[C@@H]1CC[C@H](C)[C@@H](c2ccc(C)cc2)N1C(=O)c1ccc(/C=N/O[C@@H](C)c2cn([C@H](CO)Cc3ccccc3)nn2)cc1	.	?	-3%	3%	6%	0%	-21%	-5%	.	-2%	-10%
40	Cc1c(-c2ccccc2)[n+](=O)c(-c2ccc(Cl)cc2)c(C)n1[O-]	2%	5%	15%	-2%	17%	1%	-3%	-10%	-3%	-1%	-12%[10 µM]
41	O=C(NCCCc1ccccc1)N1CCOCC1	23%	-18%	-8%	-2%	0%	6%	9%	0%	2%	-4%	7%
42	COC(=O)c1ccc(C(=O)OC)c(NS(=O)(=O)c2ccc(NC(C)=O)cc2)c1	2%	10%	-10%	4%	-1%	-5%	11%	-1%	-3%	2%	-2%
43	Cn1ncc(Br)c1C(=O)N/N=C/c1ccc(OS(=O)(=O)c2ccccc2)cc1	25%	?	?	1%	7%	5%	6%	3%	0%	-1%	?
44	CCC1CCCCN1CCCNC(=O)COc1cc(=O)n(C)c2ccccc12 (stereo not drawn)	4%[1.84 µM]	-17%	-10%	-1%	-12%	-24%	10%	-3%	-5%	6%	0%
45	O=C(NCc1ccccc1)c1cccc(OCC(=O)N2CCN(C(=O)c3ccco3)CC2)c1	-15%	9%	3%	-1%	-7%	?	0%	-1%	0%	9%	7%
46	COc1ccccc1-n1c(C)nnc1SCC(=O)Nc1cc(C)cc(C)c1	-3%	-9%	-4%	0%	-12%	.	.	.	0%	.	7%
47	CN(C)c1ccc(/C=C(\NC(=O)c2ccccc2)C(=O)N/N=C/c2ccc(C(=O)O)cc2)cc1	-1%	-9%	?	?	7%	5%	0%	-1%	0%	-1%	1%
48	COc1cc(NC(=O)c2ccc(C)cc2C)ccc1NC(=O)c1cccs1	85%	21%	9%	?	3%	4%	10%	19%	2%	29%	-10%
